# High-throughput results (PubChem)
# FUS yeast rescue: FUS proteinopathy suppression in yeast. S. cerevisiae FUS-expressing, growth rescue, OD600, 24 h. Potency, µM (series often up to 76.6 µM), without a hit: at the highest dose growth rescue (activation), actives largely listed as activators. 390,000 tested, 0.24% active. AID 1347120;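 further: potency means the concentration at half of the fitted maximal effect; plate controls were DMSO vehicle for no effect and reference control for full effect; nearly all actives have a fitted effect of over 55% in size; some results filed as inactive show a strong effect at the top dose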
#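 Absorbance at 600 nm, taken 24hr after compound addition, measured rescue of FUS-yeast growth at 30C. Induction used 2% galactose with seeding at OD 0.005. Controls: CP55940 from 92uM final, DMSO only.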
# GLP1R inv ag: GLP-1 receptor (human) inverse agonism; P43220; HEK293 GLP-1R CRE-luciferase, luminescence, 24 h; GLP-1R form is constitutively active; Potency, µM (doses to about 38.3 µM), for inactives: top-dose activity change, negative = inhibition, hits mostly inhibitors; 410,000 tested, 1.6% active; further: potency means the concentration at half of the fitted maximal effect; on the % scale 0 is the no-effect control and ±100 the full control effect; nearly all actives have a fitted effect of over 55% in size
# Target sequence (P43220 whole entry, looked up): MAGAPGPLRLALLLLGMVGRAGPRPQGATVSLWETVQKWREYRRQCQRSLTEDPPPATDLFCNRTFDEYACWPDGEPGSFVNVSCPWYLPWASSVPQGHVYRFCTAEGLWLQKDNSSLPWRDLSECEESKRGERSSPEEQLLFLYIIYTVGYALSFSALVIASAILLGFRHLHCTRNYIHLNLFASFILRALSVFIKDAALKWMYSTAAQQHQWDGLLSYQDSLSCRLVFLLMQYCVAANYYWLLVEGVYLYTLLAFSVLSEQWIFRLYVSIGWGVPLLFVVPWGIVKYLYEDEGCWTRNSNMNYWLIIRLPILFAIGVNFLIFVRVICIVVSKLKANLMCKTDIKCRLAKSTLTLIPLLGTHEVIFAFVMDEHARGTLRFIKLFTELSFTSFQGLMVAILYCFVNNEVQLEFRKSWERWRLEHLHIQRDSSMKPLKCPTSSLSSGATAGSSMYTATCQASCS
#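 Using stably transfected HEK293 (constitutively active GLP-1R, cAMP-luciferase reporter), compounds were incubated 24 hr and luciferase measured by luminescence.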
# PTHR1 ag: activates the human parathyroid hormone receptor PTHR1. HEK293 GP2 PTHR1 cells, GloSensor cAMP luminescence, 1 h. Potency, µM (highest dose often 115 µM), inactives show at the top dose activation, hits mostly activators. 410,000 tested, 0.075% active. AID 743266; further: potency means the concentration at half of the fitted maximal effect; nearly all actives have a fitted effect of over 55% in size; some results filed as inactive show a strong effect at the top dose; inactives centre near -15; many of its hits are not listed in these tables
# Target sequence (Q03431 whole entry, looked up): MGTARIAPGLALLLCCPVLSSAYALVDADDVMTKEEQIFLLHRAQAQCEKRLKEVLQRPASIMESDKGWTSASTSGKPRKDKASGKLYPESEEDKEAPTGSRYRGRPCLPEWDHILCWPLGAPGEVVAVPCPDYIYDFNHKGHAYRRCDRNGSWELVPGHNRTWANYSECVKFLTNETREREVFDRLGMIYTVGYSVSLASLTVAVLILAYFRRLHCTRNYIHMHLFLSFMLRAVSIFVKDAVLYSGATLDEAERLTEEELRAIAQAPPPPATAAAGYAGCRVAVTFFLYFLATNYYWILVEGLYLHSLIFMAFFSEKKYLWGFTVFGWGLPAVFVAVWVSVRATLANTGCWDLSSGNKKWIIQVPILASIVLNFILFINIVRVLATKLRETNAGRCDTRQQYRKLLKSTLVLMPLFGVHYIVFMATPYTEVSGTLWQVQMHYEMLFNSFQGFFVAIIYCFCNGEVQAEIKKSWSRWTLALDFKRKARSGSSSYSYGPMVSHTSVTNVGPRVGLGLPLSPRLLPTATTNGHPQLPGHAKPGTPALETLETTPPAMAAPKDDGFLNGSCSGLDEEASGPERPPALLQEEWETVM
#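 HEK-293-derived GP2 cells expressing PTHR1 and a GloSensor cAMP reporter, 3,000/well, plated overnight, given luciferin plus IBMX (each 0.5 mM as added) for 1 h at 37 °C, then compound for 1 h at 37 °C. Luminescence was read after 15 min at room temperature.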
# HEK293 tox: cytotoxicity counter-screen for GLP-1 receptor inverse agonists. AID 624418. Potency, µM (top dose mostly 38.3 µM), inactives show at the highest dose activity change, negative = inhibition, hits mostly inhibitors. HEK293 cAMP-luciferase reporter cells, luminescence, 24 h. 410,000 tested, 0.13% active;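 further: loss of luciferase light is scored as toxicity; potency means the concentration at half of the fitted maximal effect; on the % scale 0 is the no-effect control and ±100 the full control effect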
#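 Here, cytotoxicity is scored as loss of luminescence. The MLSMR collection was tested on cells seeded in medium containing 10% Nu serum, with a 24 hr compound exposure preceded by 12 hours of culture.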
# Akt phos inh: inhibitors of Akt phosphorylation; Neuro2A IGF-stimulated pAkt S473 HTRF, 20 min; hits give low values; 360,000 tested, 0.32% active; activity change, % for hits at 50 µM; in the data active means activity change below about -80%; inconclusive means mostly about -51% to -80%; further: on the % scale 0 is the no-effect control and ±100 the full control effect
#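 Neuro2A cells in DMEM with 0.5% FBS, overnight at 37 deg C, given compound at single 50 µM final, then IGF (6 nM final) for 20 min at 37 deg C. Lysed; phospho-Akt Ser473 by HTRF after 24 h, 665/615 ratio.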
# aSyn rescue: alpha-synuclein toxicity inhibition in yeast; Potency, µM (series often up to 46.1 µM), inactives show at the top dose growth rescue (activation), usual class: activators; AID 652106; 370,000 tested, 0.14% active; Yeast expressing alpha-synuclein, growth rescue, BacTiter-Glo, 24 h; further: potency means the concentration at half of the fitted maximal effect; % of control where 0% means no effect; nearly all actives have a fitted effect of over 65% in size
#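 Galactose-induced alpha-syn yeast (OD600=0.02, raffinose-pregrown) + pinned cpd, 24 hr, 30 deg C; growth by BacTiter-Glo luminescence. Growth restoration scores as activation.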
# Abeta rescue: A-beta toxicity reversal in yeast; yeast expressing A-beta42, growth rescue, OD600, 48 h; response scale: 0% DMSO, 100% iron-clioquinol control; Potency, µM (top dose mostly 46.1 µM), for inactives: at the highest dose growth rescue, usual class: activators; 410,000 tested, 0.063% active; further: potency means the concentration at half of the fitted maximal effect; nearly all actives have a fitted effect of over 55% in size
#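 Growth rescue measured by 600 nm absorbance after 48 h yeast culture at 30 C with compound. Values normalized between DMSO and an equimolar ferric chloride plus clioquinol control.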
# Mm-Cpn inhibitor: blocks the Methanococcus maripaludis chaperonin Mm-Cpn; Potency, µM (series often up to 76.9 µM), for the others: top-dose activity, negative = inhibition, usual class: inhibitors; 330,000 tested, 0.031% active; purified Mm-Cpn ATPase, ADP Transcreener TR-FRET; further: potency means the concentration at half of the fitted maximal effect; on the % scale 0 is the no-effect control and ±100 the full control effect; nearly all actives have a fitted effect of over 80% in size
#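 Compound-treated chaperonin, 25 nM final, turns over 10 uM ATP at 37°C for 30 min following a 10 min preincubation; ADP generated competes with ADP-d2 for Eu-cryptate antibody, lowering FRET.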
# TDP-43 yeast inh: inhibitors of TDP-43 toxicity in yeast; 410,000 tested, 1.8% active; AID 652104; TDP-43 expressing yeast growth rescue, BacTiter-Glo, 24 h; Potency, µM (titrated, usually from 46.1 µM), for the others: at the top dose growth rescue (activation), hits mostly activators; further: potency means the concentration at half of the fitted maximal effect; % of control where 0% means no effect; nearly all actives have a fitted effect of over 50% in size
#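 Yeast expressing TDP-43 (pregrown in raffinose, seeded at OD600=0.02 in galactose medium) exposed to compounds 24 hr at 30 deg C. Growth read by BacTiter-Glo luminescence; rescue of toxicity appears as increased signal.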
# Starred values were filed as active, the others as inactive; i = inactive; ? = inconclusive; / = not tested or not shown; [ ] = dose if it differs, or a comment. Unless noted, the call rests on the fitted dose curve; in most records, active means well fitted curve in the direction sought with a large enough effect; inconclusive means small, poorly fitted or top-dose-only effect, or another doubt; inactive means no such curve, though single readings can be large; an effect the other way counts as inactive or inconclusive. Only part of the results is shown; the hit share may differ from the screen's.
# Start of the listing, in advance, 2 compounds:
SMILES,FUS yeast rescue,GLP1R inv ag,PTHR1 ag,HEK293 tox,Akt phos inh,aSyn rescue,Abeta rescue,Mm-Cpn inhibitor,TDP-43 yeast inh
CCn1nnc(NC(=S)NC(=O)c2ccc(-c3cccc(Cl)c3)o2)n1,4%,-22%,i,5µM*,i,-16%,-22%,2%,13%
CC(=O)c1cccc(NC(=O)COC(=O)CCC(=O)c2ccc(F)cc2)c1,2%,3%,i,-13%,i,0%,11%,-2%,14%

# The listing, from the first entry:
SMILES,FUS yeast rescue,GLP1R inv ag,PTHR1 ag,HEK293 tox,Akt phos inh,aSyn rescue,Abeta rescue,Mm-Cpn inhibitor,TDP-43 yeast inh
CCn1nnc(NC(=S)NC(=O)c2ccc(-c3cccc(Cl)c3)o2)n1,4%,-22%,i,5µM*,i,-16%,-22%,2%,13%
CC(=O)c1cccc(NC(=O)COC(=O)CCC(=O)c2ccc(F)cc2)c1,2%,3%,i,-13%,i,0%,11%,-2%,14%
O=C(CSCc1ccccc1Cl)N1CCN(c2ccccn2)CC1,8%,?,-31%[inhibitor][57.5 µM],-15%,i,0%,2%,?,11%
Cn1c(=O)c2c(nc(CN3CCN(c4ccc(F)cc4)CC3)n2CCN2CCOCC2)n(C)c1=O,-31%,6%,13%,4%,i,-4%,0%,1%,-5%
O=C1C/C(=C\c2c(F)cccc2Cl)N2CCC1CC2,22%,-15%,-6%,-9%,i,-1%,2%,0%,-8%
CCCn1ccc2c(OCC(=O)NCc3ccccc3Cl)cccc2c1=O,23%,11%,-11%,0%,/,/,-8%,/,22%
O=C(CCNS(=O)(=O)c1c(Cl)cccc1Cl)N1CCCC1,4%,11%,-1%,3%,i,17%,-1%,0%,3%
Cc1ccc(-n2nc3c(c2NC(=O)c2ccc4c(c2)OCO4)CSC3)cc1,-10%,1%,i,-3%,i,1%,18%,-2%,5%
COCCNC(=S)N(Cc1cccs1)Cc1cc2cccc(C)c2[nH]c1=O,19%,-1%[7.66 µM],-2%,0%[7.66 µM],i,0%,-12%,3%,-18%[9.22 µM]
O=S(=O)(NC1CCN(S(=O)(=O)c2c(F)cccc2F)C1)c1ccc2c(c1)OCCO2 (stereo not drawn),2%,/,-56%[inhibitor],/,/,/,0%,0%,/
CC(C)C(=O)Nc1csc(C(F)(F)F)c1-c1ccccc1,-1%,?,-30%,1%,i,-5%,-4%,-1%,0%
COc1ccccc1NC(=O)/C(C#N)=C/c1cccnc1,16%,7%,-6%,10%,i,0%,26%,1%,11%
CCc1nnc(NC(=O)[C@@H](NC(=O)c2ccc(OC)cc2)C(C)C)s1,0%,1%,i,4%,i,3%,-17%,-1%,-8%
COc1ccc(NC(=O)c2cnc(SCC(=O)Nc3nc4ccc(C)cc4s3)n(C)c2=O)cc1,-22%,10%,-15%,-13%,/,/,5%,/,0%
O=C(CCn1c(=O)c2ccccc2n(Cc2ccccc2)c1=O)NC1CCN(Cc2ccccc2)CC1,5%,-5%,i,-26%,i,2%,-15%,0%,7%
Cc1ccc(C(=O)NC2CCc3ccccc3C2=O)cc1 (stereo not drawn),1%,-3%,-26%,-3%,i,-3%,2%,0%,14µM*
C/C(CC(=O)Nc1cccc(Cl)c1)=N\NC(=O)Cc1ccc(Cl)cc1,6%,?,i,-27%,i,1%,12%,0%,15%
CCCCn1c(N)c(N(CC)C(=O)c2cc(OC)cc(OC)c2)c(=O)[nH]c1=O,-2%,35%[activator][7.66 µM],i,5%[7.66 µM],i,3%,7%,?,-1%
O=C(NCc1ccc(Cl)cc1)c1cc2ccc3cccnc3c2[nH]1,-9%,-4%,-22%,0%,/,/,1%,/,0%
CCC(CC)c1nnc(NC(=O)[C@@H](NC(=O)c2cccc(C)c2)C(C)C)s1,14%,-22%,i,0%,i,-1%,4%,-2%,-6%
CCCCOC(=O)CCc1c(C)n[nH]c1C,8%,0%,i,6%,i,0%,5%,0%,2%
O=C(COC(=O)C(Cc1c[nH]c2ccccc12)NC(=O)c1ccc(Br)cc1)c1ccc(Cl)cc1 (stereo not drawn),?,?,-3%,-4%,/,/,-8%,/,12%
CC(=O)c1cc(-c2ccccc2)n(CCC(=O)NC2CCCCCC2)c1C,/,-28%,i,-7%,i,-2%,?,2%,-15%
CNC(=O)c1ccc(-c2ccccc2)s1,-17%,4%,i,-5%,i,-13%,11%[9.22 µM],-1%,27%
CN(C)C(=O)c1cc(Cl)ccc1Sc1cc(Cl)ccc1Cl,2%,?,i,2%,i,9%,4%,-1%,-1%
CCCCNC(=O)C1CCC(CNS(=O)(=O)c2cccc3nsnc23)CC1 (stereo not drawn),15%,0%,i,-9%,i,0%,-3%,0%,-1%
O=C(CSc1nnnn1C1CCCC1)NCc1cccs1,-6%,0%,i,6%,i,0%,-1%,-1%,-16%
Cc1ccc(S(=O)(=O)N2CCOCC2)cc1NC(=O)COC(=O)C1CCC1,-1%,8%,-12%,6%,i,3%,0%,/,10%
Cc1ccc2nc(N(CCN(C)C)C(=O)C3CCN(S(=O)(=O)c4cccs4)CC3)sc2c1,-16%,?,18%,2%,i,1%,7%,/,-11%
COc1ccc(NC(=S)NCc2cccn2C)cc1,20%,-9%,-21%,-4%,i,0%,19%,1%,-13%
Cc1cc(C)c(C)c(S(=O)(=O)N(C)CCc2ccccn2)c1C,/,?,-53%[inhibitor],9%,i,5%,8%,2%,19%
CCCN1CCC(=O)N([C@H](CSc2ccc(C)cc2)CC(C)C)CC1,35%,?,-33%[inhibitor],2%,i,0%,7%,1%,18%
O=[N+]([O-])c1cc(Cl)ccc1Oc1ccc(-c2nnco2)cc1,-5%,-12%[0.307 µM],i,6%[0.307 µM],i,12%,20%,-1%,?
CCOC(=O)/C=C1\SCC(=O)N1Cc1ccc(Br)cc1,-4%,?,-25%,-14%,i,10%,9%,-2%,7%
Oc1ccccc1CN1CCC(C(O)(c2ccccc2)c2ccccc2)CC1,/,-27%,-22%,-5%,i,2%,18%,3%,15%
CCOC(=O)C1=C(C)N=c2s/c(=C\c3ccc(OC(C)=O)cc3)c(=O)n2C1/C=C/c1ccccc1 (stereo not drawn),/,1%,-17%,-10%,i,-4%,-2%,2%,9%
O=C(Nc1ccc(N2CCOCC2)c(Cl)c1)c1cccnc1Cl,-8%,25%,-3%[57.5 µM],-8%,i,-2%,-2%,-3%,24%
CCOP(=O)(OCC)C(NC(=O)/C=C/c1ccc(OC)cc1)c1ccccc1 (stereo not drawn),-8%,-13%,-1%,-1%,i,25%,21%,-1%,22%
COc1ccccc1CNC(=O)CCn1c(=O)c2cccn2c2cccnc21,-19%,-14%,i,10%,/,/,-14%,/,-8%
O=c1cc(-c2ccccc2Cl)oc2c(NS(=O)(=O)c3ccccc3OC(F)(F)F)ccc(O)c12,3%,?,-84%[inhibitor],-26%,i,1%,-5%,1%,-63%[inhibitor]
O=C(CNC(=O)N1CC(=O)Nc2ccccc21)NCc1ccccc1Cl,38%,5%,i,-9%,i,-13%,-4%,1%,-3%
CCOC(=O)CSc1nc2c(c(=O)n(C)c(=O)n2C)n1CCCc1ccccc1,2%,7%,0%[57.5 µM],-6%,i,1%,1%,0%,-3%
Cc1cccc(C(=O)N(C(=O)c2cccc(C)c2)N(C)C)c1,-4%,?,i,5%,i,13%,23%,/,11%
O=C(Nc1ccccc1Cl)N1CCN(C/C=C/c2ccccc2)CC1,/,?,-15%,21%,i,1%,5%,-2%,-7%

# Whole records, quoted from the list:
# `CCOP(=O)(OCC)C(NC(=O)/C=C/c1ccc(OC)cc1)c1ccccc1` (stereo not drawn) as listed: FUS yeast rescue: -8%; GLP1R inv ag: -13%; PTHR1 ag: -1%; HEK293 tox: -1%; Akt phos inh: i; aSyn rescue: 25%; Abeta rescue: 21%; Mm-Cpn inhibitor: -1%; TDP-43 yeast inh: 22%
# `Cc1cccc(C(=O)N(C(=O)c2cccc(C)c2)N(C)C)c1` as listed: FUS yeast rescue: -4%; GLP1R inv ag: ?; PTHR1 ag: i; HEK293 tox: 5%; Akt phos inh: i; aSyn rescue: 13%; Abeta rescue: 23%; Mm-Cpn inhibitor: /; TDP-43 yeast inh: 11%
# `O=C(Nc1ccccc1Cl)N1CCN(C/C=C/c2ccccc2)CC1` as listed: FUS yeast rescue: /; GLP1R inv ag: ?; PTHR1 ag: -15%; HEK293 tox: 21%; Akt phos inh: i; aSyn rescue: 1%; Abeta rescue: 5%; Mm-Cpn inhibitor: -2%; TDP-43 yeast inh: -7%
